Assay outcomes as filed in PubChem.
A3A deaminase: APOBEC3A ssDNA deaminase inhibitors, primary screen, selectivity assay for APOBEC3G inhibitor project, biochemical, FAM/TAMRA oligo cleavage fluorescence | inhibition, % at 20 µM | recombinant A3A, FAM/TAMRA ssDNA deamination fluorescence | DNA dC->dU-editing enzyme APOBEC-3A (Homo sapiens), P31941 | 330,000 tested, 0.41% active | AID 493011, 2011;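 active means at least 40% inhibition at 20 µM here, with at most 30% in a related deaminase screen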;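 further: plate controls were A3A with DMSO for no effect and wells lacking A3A enzyme for full effect; some results filed as inactive read as strong as hits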
Target sequence (P31941 whole entry, looked up): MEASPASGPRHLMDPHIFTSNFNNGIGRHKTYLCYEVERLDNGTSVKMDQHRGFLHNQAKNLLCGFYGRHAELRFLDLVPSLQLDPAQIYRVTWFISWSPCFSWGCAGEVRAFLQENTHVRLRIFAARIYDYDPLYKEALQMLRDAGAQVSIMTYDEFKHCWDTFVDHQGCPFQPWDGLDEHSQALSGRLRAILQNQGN
hIAP inh: human IAP inhibitors, primary screen, biochemical, luminescence, uHTS; Intestinal-type alkaline phosphatase (Homo sapiens), P09923; 330,000 tested, 0.12% active; purified IAP, CDP-Star luminescence, 30 min; inhibition, % at 10 µM;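 active means inhibition reaching a set limit with compound at 10 µM in the primary screen, cut at about 35% in these data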;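 further: plate controls were DMSO wells with enzyme for no effect and no-enzyme buffer wells for full effect; values of inactives mirror those of a sister screen read the other way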
hIAP activ: human IAP activators, primary screen, biochemical, luminescence, uHTS; activation factor at 10 µM; Intestinal-type alkaline phosphatase (Homo sapiens), P09923; 330,000 tested, 0.16% active; purified human IAP, CDP-Star luminescence, 30 min; active compounds read high; 1 = vehicle-only enzyme, 0 = enzyme-free background; AID 2524, 2010;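 active means activation factor of the enzyme at least 2-fold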; further: the source names both 10 and 20 µM as test concentration; values of inactives mirror those of a sister screen read the other way
NR3A LBD binder: binders of NR3A ligand-binding domain, primary screen, biophysical, differential scanning fluorimetry, uHTS. NR3A LBD differential scanning fluorimetry, Tm shift; 0% = protein alone, 100% = glycine-bound protein. Tm shift relative to glycine control, % at 25 µM. 340,000 tested, 2.5% active;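 active means melting temperature shift of at least 10% of the positive control shift, at one fixed dose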
MIN6 prolif: inducers of MIN6 beta-cell proliferation, primary screen, ATP luminescence, uHTS; MIN6 cells proliferation, ATPlite luminescence, 48 h; cells starved in 0.2% serum; 100% = growth in 10% serum; proliferation, % at 10 µM; 330,000 tested, 0.29% active; AID 2380, 2010;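 active means compounds whose signal lies at least 3.5 SD above the mean of all wells on their plate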;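 further: 0% = DMSO-treated cells in low-serum medium and 100% = 10% serum control; some compounds called inactive have numbers as strong as hits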
mIAP block: inhibitors of mouse IAP, primary screen, biochemical, luminescence, uHTS; intestinal alkaline phosphatase [Mus musculus]; purified mouse IAP, CDP-Star luminescence, 30 min; inhibition, % at 10 µM; 330,000 tested, 0.2% active;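 active means inhibition of at least 40% at 10 µM in the primary screen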;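 further: plate controls were DMSO with enzyme for no effect and no enzyme wells for full effect; values of inactives mirror those of a sister screen read the other way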
mIAP activ: activators of mouse IAP, primary screen, biochemical, luminescence, uHTS. intestinal alkaline phosphatase [Mus musculus]. muIAP, CDP-Star luminescence, 30 min; active compounds read high; 1 = vehicle-only enzyme signal, 0 = enzyme-free wells. 330,000 tested, 0.24% active. activation factor at 10 µM;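 active means activation factor of at least 2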; further: the source names both 10 and 20 µM as test concentration; values of inactives mirror those of a sister screen read the other way
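also added = chemiluminescent substrate CDP-Star | test system = mouse IAP enzyme | signal = chemiluminescence readout | compound = DMSO-dissolved test compounds | incubation = 30 min at room temperature | benchmarks = DMSO wells, no-enzyme wells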
A3G deaminase: APOBEC3G DNA deaminase inhibitors, primary screen, biochemical, fluorescence, single-stranded DNA substrate, uHTS; recombinant A3G, ssDNA deamination FAM/TAMRA fluorescence; inhibition, % at 20 µM; 330,000 tested, 0.28% active;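 active means inhibition of at least 40% at 20 µM, with no more than 30% in the related APOBEC3A deaminase screen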;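 further: plate controls were DMSO wells with A3G for no effect and wells lacking A3G enzyme for full effect; some compounds called inactive have numbers as strong as hits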
Target sequence (Q9HC16 whole entry, looked up): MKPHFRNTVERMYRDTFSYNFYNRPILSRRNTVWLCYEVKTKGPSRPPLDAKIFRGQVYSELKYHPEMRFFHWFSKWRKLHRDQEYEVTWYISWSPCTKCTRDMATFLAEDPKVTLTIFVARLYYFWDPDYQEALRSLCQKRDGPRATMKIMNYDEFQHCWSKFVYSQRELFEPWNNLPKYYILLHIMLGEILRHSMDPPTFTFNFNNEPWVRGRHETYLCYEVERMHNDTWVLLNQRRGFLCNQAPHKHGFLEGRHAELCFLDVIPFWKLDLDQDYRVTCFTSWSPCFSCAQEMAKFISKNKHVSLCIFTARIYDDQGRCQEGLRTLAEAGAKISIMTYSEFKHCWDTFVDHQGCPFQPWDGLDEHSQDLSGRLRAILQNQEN
MPTP inh: mitochondrial permeability transition pore inhibitors, primary screen, biochemical, isolated mouse mitochondria, absorbance | Ca2+ swelling absorbance, 30 min | inhibition, % at 10 µM | 360,000 tested, 1.4% active | AID 602449, 2012;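 active means inhibition of 50% or more, scaled per plate between neutral and stimulator controls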;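 further: 0% = DMSO wells given calcium and 100% = 1 mM EGTA wells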
Starred values were filed as active, the others as inactive; . = no result given.

Second line of a record – A3A deaminase, hIAP inh, hIAP activ, NR3A LBD binder, MIN6 prolif, mIAP block, mIAP activ, A3G deaminase, MPTP inh
COc1ccccc1/C=N/NC(=O)COCC(=O)N/N=C/c1ccccc1OC
    -2, 18, 0.82, -3, 1, 6, 0.94, -4, -0.9
COc1ccc(N2CCN(CC(O)COC(C)(C)C)CC2)cc1 (centres undefined)
    2, -3, 1, 1, 2, -4, 1, -2, -0.4
O=C(NCCN1C(=O)S/C(=C\c2cccc(Cl)c2Cl)C1=O)C1=COCCO1
    12, -6, 1.1, 1, -7, 3, 0.97, -1, -0.6
CC(C)c1cn(C2OC(COC(=O)c3ccccc3)C(OC(=O)c3ccccc3)C2OC(=O)c2ccccc2)c(=O)[nH]c1=O (centres undefined)
    -5, -2, 1, 5, -4, 6, 0.94, -5, 0.1
Cc1ccccc1NC(=O)Cc1nc(COC(=O)c2ccc(C(F)(F)F)cc2)cs1
    3, -1, 1, -8, -4, -7, 1.1, 8, -0.7
CCOC(=O)c1c(C)[nH]c(C)c1S(=O)(=O)N1c2ccccc2CC1C (centres undefined)
    2, 13, 0.87, 0, -2, -10, 1.1, 1, 0.9
O=S(=O)(c1ccc(F)cc1)N1CCCN(Cc2c(F)cccc2F)CC1
    -3, -8, 1.1, -2, 1, -7, 1.1, -9, -0.5
CCc1cccc(N(CC(=O)NCc2ccc(F)cc2)C(=O)c2csnn2)c1
    -1, 10, 0.9, -2, 2, 8, 0.92, -5, -2.4
CCCn1c(C)cc(C(=O)COc2ccc(C)nc2[N+](=O)[O-])c1C
    -7, -7, 1.1, 0, -6, 4, 0.96, -6, -0.1
O=C(CCS(=O)(=O)c1ccccc1)Nc1nc2ccc(F)cc2s1
    -3, -2, 1, 4, -7, 6, 0.94, -10, 0.5
CCC(=O)c1c[nH]c(C(=O)NCc2cccs2)c1
    1, -4, 1, -1, -3, 12, 0.89, -4, 0.0
COc1ccc(C(C)=O)cc1CSc1nnc(Nc2ccccc2C)s1
    -2, -13, 1.1, -4, -3, 5, 0.95, -6, -1.4
CC(C)c1nnc(SCC(=O)NCCC2=CCCCC2)n1N
    3, 7, 0.93, 0, -4, 6, 0.94, 6, -3.8
O=C(NCCCN=C1NS(=O)(=O)c2ccccc21)c1ccc(F)cc1
    -6, -14, 1.1, 2, 2, -3, 1, -8, -1.5
O=C(NCc1ccccc1Cl)C1CCN(S(=O)(=O)N2CCCCCC2)CC1
    0, 9, 0.91, -2, -4, -2, 1, -9, -1.1
FC(F)(F)c1nnc2ccc(-n3ccnc3)nn12
    0, 3, 0.97, 0, -1, -6, 1.1, -9, -0.9
CCCC(CCC)C(=O)NCCN1CCOCC1
    -4, 39*, 0.61, 1, -3, 1, 0.99, -6, -1.9
CC(C)CCN1CCN(Cc2nc3ccccc3s2)CC1CCO (centres undefined)
    2, -2, 1, 4, -3, -4, 1, -2, 0.7
COc1cc(C#N)ccc1OCC(=O)c1ccc2c(c1)OCCO2
    0, 7, 0.93, 0, -1, 10, 0.9, -2, -2.2
COc1cc(C(=O)Nc2ccc(OCC(=O)N3CCOCC3)cc2C)cc(OC)c1OC
    5, 2, 0.98, -6, 1, -7, 1.1, 13, -0.1
O=C(NC(CC1CCCCC1)C(=O)O)c1ccccc1 (centres undefined)
    -4, -8, 1.1, 6, -2, -5, 1, -13, 0.2
CC(NC(=O)c1ccc(N(C)C)cc1)C(c1cccs1)N1CCN(C)CC1 (centres undefined)
    -5, 9, 0.91, -1, -1, -1, 1, -4, 0.4
CC1(C)Cc2c(cnn2-c2ccc(F)cc2)C(NC(=O)c2ccoc2)C1 (centres undefined)
    -6, -15, 1.1, -5, 5, -2, 1, -7, 1.6
CCCN(C(=O)CCNC(=O)Cn1cnc2ccccc2c1=O)c1cccc(C)c1
    2, 12, 0.88, -2, -1, -4, 1, -3, 0.6
CCOC(=O)C1(CC2CCCCO2)CCN(Cc2ccccc2-c2ccco2)CC1 (centres undefined)
    2, 6, 0.94, 0, -1, 7, 0.93, -6, 3.6
O=C(Nc1nnc(Cc2ccccc2)s1)C1CCN(C(=O)c2ccco2)CC1
    0, -9, 1.1, 1, 0, -2, 1, 11, -2.6
CC(=O)c1c(C)[nH]c(C(=O)CSc2nnc(-c3ccco3)n2Cc2ccccc2)c1C
    -1, 18, 0.82, -2, 1, 0, 1, -5, 6.1
COC(=O)C(C#N)c1nc2ccccc2nc1N1CCCC1 (centres undefined)
    -7, 1, 0.99, 4, 0, 10, 0.9, -8, 0.1
O=C(O)CC1S/C(=N\N=C/c2ccccc2O)N(c2ccc(O)cc2)C1=O (centres undefined)
    -1, -3, 1, -2, -2, 6, 0.94, -8, -0.9
CN1CCN(Cc2nc3c([nH]2)c(=O)[nH]c(=O)n3C)CC1
    -4, 4, 0.96, 1, 1, 10, 0.9, -7, -1.1

Compound profiles, as listed above.
CC1(C)Cc2c(cnn2-c2ccc(F)cc2)C(NC(=O)c2ccoc2)C1 (centres undefined) in the list: A3A deaminase = -6; hIAP inh = -15; hIAP activ = 1.1; NR3A LBD binder = -5; MIN6 prolif = 5; mIAP block = -2; mIAP activ = 1; A3G deaminase = -7; MPTP inh = 1.6
CC(=O)c1c(C)[nH]c(C(=O)CSc2nnc(-c3ccco3)n2Cc2ccccc2)c1C in the list: A3A deaminase = -1; hIAP inh = 18; hIAP activ = 0.82; NR3A LBD binder = -2; MIN6 prolif = 1; mIAP block = 0; mIAP activ = 1; A3G deaminase = -5; MPTP inh = 6.1

Looked up by compound from the list above, 3 records:
Second line of a record – A3A deaminase, hIAP inh, hIAP activ, NR3A LBD binder, MIN6 prolif, mIAP block, mIAP activ, A3G deaminase, MPTP inh
COC(=O)C(C#N)c1nc2ccccc2nc1N1CCCC1 (centres undefined)
    -7, 1, 0.99, 4, 0, 10, 0.9, -8, 0.1
CC1(C)Cc2c(cnn2-c2ccc(F)cc2)C(NC(=O)c2ccoc2)C1 (centres undefined)
    -6, -15, 1.1, -5, 5, -2, 1, -7, 1.6
CCOC(=O)C1(CC2CCCCO2)CCN(Cc2ccccc2-c2ccco2)CC1 (centres undefined)
    2, 6, 0.94, 0, -1, 7, 0.93, -6, 3.6

Other records:
Second line of a record – A3A deaminase, hIAP inh, hIAP activ, NR3A LBD binder, MIN6 prolif, mIAP block, mIAP activ, A3G deaminase, MPTP inh
COc1cccc(N2CCN(c3nc(C)c(C)c(=O)[nH]3)CC2)c1
    -5, -11, 1.1, 1, -3, 16, 0.84, 6, -0.8
COc1cc(N=C2C(=O)N3CCCc4cccc2c43)cc(OC)c1
    -5, 11, 0.89, 1, 0, 8, 0.92, -13, 0.8
COc1ccc(NC(=S)N2CCN(Cc3ccco3)CC2)c(OC)c1
    -6, 8, 0.92, -11, 0, -5, 1.1, -5, 9.9
O=C(OCCCN1C(=O)c2ccccc2C1=O)c1ccco1
    -3, -12, 1.1, 0, -1, 0, 1, -4, -7.2
Cn1c(=O)c2c(nc(N3CCc4ccccc4C3)n2C)n(C)c1=O
    -8, -12, 1.1, 1, 0, -8, 1.1, -13, 0.2
O=c1[nH]c(C2CCN(S(=O)(=O)c3ccccc3)CC2)nc2c1nnn2Cc1cccc(Cl)c1
    -3, -21, 1.2, -4, -4, 2, 0.98, -7, 1.3
Cc1cccc(C(C)C)c1NC(=O)C1CN(S(=O)(=O)c2ccccc2)CCN1S(=O)(=O)c1ccccc1 (centres undefined)
    2, -11, 1.1, -10, -2, -66, 1.7, -6, 30
O=C(N/N=C\c1cccc(Cl)c1)c1n[nH]c2c1CCCC2
    1, -32, 1.3, -13, -4, 0, 1, -3, 1.8
COc1ccc(N(CC(=O)N2CCc3ccccc3C2)S(C)(=O)=O)cc1OC
    38, 12, 0.88, -1, -1, 14, 0.86, 10, 0.5
CC1(C)Cc2c(sc(NC(=O)COc3cccc4ccccc34)c2C#N)C(C)(C)N1
    0, -2, 1, 5, -6, -8, 1.1, 1, -0.4
O=C(O)c1cccc(NC(=S)NC(=O)c2cncc(Br)c2)c1
    -7, 11, 0.89, 2, -3, 17, 0.83, -10, 0.6
O=C(Nc1ccc(S(=O)(=O)N2CCCC2)cc1)C1CCN(S(=O)(=O)c2ccc(F)cc2)CC1
    3, -12, 1.1, -2, 0, -43, 1.4, -8, 0.0
COc1cc(/C=C(\C#N)C(=O)N2CCOCC2)ccc1OCc1ccccc1
    -2, -20, 1.2, -2, -3, 15, 0.85, -6, 0.2
O=C(COC(=O)c1cccc([N+](=O)[O-])c1)NC1CCCC1
    -4, 2, 0.98, 0, -3, 1, 0.99, -10, 0.1
CC(=O)Nc1ccc(NC(=O)CC23CC4CC(CC(C4)C2)C3)cc1
    -3, -25, 1.3, -25, -1, -4, 1, -13, -0.1
CCOC(=O)c1sc(NC(=O)CC)nc1C
    -3, -8, 1.1, -2, -1, 3, 0.97, -6, -0.1
O=C(C1Cc2ccccc2CN1C(=O)c1ccco1)N1CCN(c2ccccc2)CC1 (centres undefined)
    -2, -6, 1.1, 1, -1, 13, 0.87, -8, 0.7
Cc1ccc(CCNC(=O)CCCn2nc(C)c3c(C)n(-c4ccc(C)cc4)nc3c2=O)cc1
    -3, 0, 1, -12, -3, 4, 0.96, 0, -0.8
COc1ccc(C)cc1NC(=O)Nc1ccncc1
    -2, -14, 1.1, 0, -2, -2, 1, -7, 0.2
CCOC(=O)c1c(C)n(C)c2ccc(OC)c([N+](=O)[O-])c12
    0, 1, 0.99, -1, -3, 6, 0.94, -5, 1.8
O=C(NCCN1CCOCC1)C1(C(F)(F)F)C/C(=C\Cc2ccccc2)CCCO1 (centres undefined)
    -3, -5, 1, -4, 3, 7, 0.93, -12, 0.0
CNC(=O)COc1coc(CN2CCN(c3ccc(OC)cc3)CC2)cc1=O
    0, -20, 1.2, -1, 1, -2, 1, 8, -0.7
CCCOc1ccc(/C=N/NC(=O)C2CCCN2S(=O)(=O)c2ccc(Cl)cc2)cc1 (centres undefined)
    -5, 9, 0.91, -10, -3, -7, 1.1, -8, 2.9
CCOCC(=O)Nc1ccc(C(=O)Nc2ccccc2Cl)cc1
    -2, 10, 0.9, ., -3, 5, 0.95, -4, .
Cc1cccc(NC(=O)CSc2nc3ccccc3nc2N2CCCCC2)c1
    1, 9, 0.91, -28, -6, 11, 0.89, -1, -0.3
COCCn1c(C)cc(C(=O)CSc2ccc3ccccc3n2)c1C
    -1, 7, 0.93, 3, 1, 9, 0.91, 22, 2.0
CCCCN(CCCC)CP(=O)(c1ccccc1)c1ccccc1
    1, -6, 1.1, -4, 1, -9, 1.1, 0, -1.8
CC(C)(C)c1ccc(OCCNC(=O)Cc2ccc(F)cc2)cc1
    0, -5, 1, -5, -6, -13, 1.1, -2, 11

Copied from the list:
Reading for COc1ccc(C)cc1NC(=O)Nc1ccncc1 under A3A deaminase: -2
Reading for CCOC(=O)c1c(C)n(C)c2ccc(OC)c([N+](=O)[O-])c12 under mIAP activ: 0.94
